# S100A4 inh HTS = inhibitors of S100A4-myosin IIA peptide binding, primary screen, biochemical, fluorescence polarization, TAMRA-MyoIIA peptide; Protein S100-A4 (Homo sapiens), P26447; AID 652163, 2013; 0.14% of 360,000 active; inhibition, % at 10.7 µM;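 active means mean inhibition of at least 70% across replicates, with every replicate also reaching that level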
# Target sequence (P26447 whole entry, looked up): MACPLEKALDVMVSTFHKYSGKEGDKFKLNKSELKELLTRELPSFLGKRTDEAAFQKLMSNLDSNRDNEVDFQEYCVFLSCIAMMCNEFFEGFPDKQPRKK
#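 Material: S100A4 monomer (human). Medium: Calcium-containing HEPES buffer, pH 7.2. Probe or stimulus: labelled myosin peptide probe, 5 nM. Compound dosing: one concentration per compound. Timing: polarization read 5 min after assay mix addition, stable 5–60 min. Benchmarks: DMSO as neutral control, TFP as positive control.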
# PAX8 reporter = inhibitors of PAX8-driven TPO luciferase reporter, primary screen, RMG-I cells, single concentration | SteadyGlo, 24 h | inhibition, % at 12.6 µM | 1.2% of 360,000 active | AID 652154, 2013;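 active means mean replicate inhibition at least 60% with every replicate also reaching 60%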;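 further: luciferase light reporting Pax8 driven TPO promoter activity; plate controls were median of neutral control wells for no effect and mitoxantrone controls for full effect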
# FN deposit inh = inhibitors of fibronectin matrix deposition, primary screen, AH1F cells, Alexa488-fibronectin fluorescence, plate reader. AH1F fibroblasts, overnight. AID 743247, 2014. 0.086% of 350,000 active. inhibition, % at 12.6 µM;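 active means mean inhibition across replicates of 30% or more, regardless of how many single replicates reach that level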;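 further: positive control wells lacked labelled fibronectin entirely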
#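 Assay system: AH1F fibroblast monolayer, labelled fibronectin deposition. Amount: 10000 cells per well. Also added: labelled fibronectin 24 nM. Compound: single-point pinned compound. Incubation: cell attachment 1 h, compound and FN exposure overnight. Detection: fluorescence after three HBSS washes, excitation 485 nm, emission 525 nm. Read-out: inhibition of fibronectin deposition signal.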
# PglD DTNB = C. jejuni PglD acetyltransferase inhibitors, primary screen, biochemical, DTNB colorimetric, single point. purified PglD enzyme, DTNB colorimetric CoA detection. AID 602405, 2012. UDP-N-acetylbacillosamine N-acetyltransferase PglD (Campylobacter jejuni). 0.098% of 360,000 active. inhibition, % at 12.5 µM; in the data active means inhibition above about 16%, passing the limit was not always enough; further: strong numbers were not always called active
# LGR2 antag = inhibitors of bursicon-induced LGR2 CRE-luciferase signal, primary screen, cell-based, HEK293, CRE-luciferase reporter, bursicon stimulation; bursicon-stimulated, 4 h; inhibition, % at 9.99 µM; 0.35% of 380,000 active;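 active means drop in luminescence signal, shown as inhibition above about 50% in the replicate tests, limit read from the data, passing the limit was not always enough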;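 further: agonist challenge used bursicon conditioned medium at about half maximal strength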
# ERAP1 inh = human ERAP1 aminopeptidase inhibitors, primary screen, biochemical, single point, plate reader | recombinant ERAP1, Leu-AMC fluorescence, 60 min | inhibition, % at 10.7 µM | 0.15% of 340,000 active | AID 652197, 2013;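 active means mean replicate inhibition of at least 30%, or all replicates individually reaching that 30% level; inactive means mean below 30% and not every replicate reaching it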;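 further: 0% = neutral control wells and 100% = L-leucinethiol positive control wells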
# Target sequence (Q9NZ08 whole entry, looked up): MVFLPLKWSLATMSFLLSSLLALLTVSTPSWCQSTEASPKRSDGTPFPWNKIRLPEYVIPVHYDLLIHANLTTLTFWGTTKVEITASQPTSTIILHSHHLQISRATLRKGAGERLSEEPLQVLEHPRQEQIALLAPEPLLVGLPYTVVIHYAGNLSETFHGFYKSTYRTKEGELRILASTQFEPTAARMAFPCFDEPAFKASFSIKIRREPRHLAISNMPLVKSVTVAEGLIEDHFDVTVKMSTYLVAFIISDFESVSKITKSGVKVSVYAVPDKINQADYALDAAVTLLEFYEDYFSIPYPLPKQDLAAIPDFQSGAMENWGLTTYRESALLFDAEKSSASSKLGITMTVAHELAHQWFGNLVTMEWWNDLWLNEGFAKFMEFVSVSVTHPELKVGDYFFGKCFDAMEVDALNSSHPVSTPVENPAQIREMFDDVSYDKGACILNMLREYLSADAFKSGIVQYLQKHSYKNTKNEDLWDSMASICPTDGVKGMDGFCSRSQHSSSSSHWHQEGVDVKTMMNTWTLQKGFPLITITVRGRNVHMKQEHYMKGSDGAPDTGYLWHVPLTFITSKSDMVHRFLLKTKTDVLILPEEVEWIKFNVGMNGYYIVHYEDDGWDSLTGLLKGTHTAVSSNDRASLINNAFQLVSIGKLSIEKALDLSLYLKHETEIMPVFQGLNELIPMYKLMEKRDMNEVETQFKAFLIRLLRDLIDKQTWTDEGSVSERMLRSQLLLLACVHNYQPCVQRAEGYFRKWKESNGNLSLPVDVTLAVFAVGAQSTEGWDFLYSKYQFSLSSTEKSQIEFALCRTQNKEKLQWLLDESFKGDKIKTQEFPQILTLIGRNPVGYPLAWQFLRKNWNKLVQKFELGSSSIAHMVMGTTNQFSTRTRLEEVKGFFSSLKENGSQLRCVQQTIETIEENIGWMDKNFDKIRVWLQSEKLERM
# PGC1a acetyl inh = inhibitors of PGC1a acetylation signal, primary screen, cell-based, U2OS, AlphaScreen, inhibitor mode; AlphaScreen anti-acetyl-lysine; with virally co-expressed GCN5 acetyltransferase; 0.17% of 350,000 active; inhibition, % at 15.6 µM;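 active means every replicate shows inhibition of at least 40%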;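 further: 0% = neutral control wells and 100% = positive control wells; some results beyond the cut were filed as inactive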
# EWS-Fli inh = EWS/Fli-driven NR0B1 reporter inhibitors, primary screen, A673 cells, NR0B1 luciferase, luminescence, MLPCN library; viability-normalised; inhibition, % at 12.6 µM; 0.67% of 350,000 active; AID 651661, 2012;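 active means mean inhibition of at least 50% after viability correction, with every replicate also passing that limit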;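 further: firefly luciferase signal divided by Alamar Blue viability fluorescence both relative to DMSO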
# * = called active by the depositor; x = not tested or not shown; & = joins results of further samples.
SMILES,S100A4 inh HTS,PAX8 reporter,FN deposit inh,PglD DTNB,LGR2 antag,ERAP1 inh,PGC1a acetyl inh,EWS-Fli inh
Cc1ccc2nc3c(cc2c1)c(NC(=O)C(C)(C)C)nn3CC(C)C,-3,-3,-9,-1,3,6,-5,12
N/C(=N\OC(=O)c1cccs1)c1cccc(Br)c1,1,-25,6,4,-71,-1,0,-126
O=C(CCC(F)(F)F)N1CCCC(N2CCN(c3cccc(Cl)c3)CC2)C1 (stereo unspecified),-1,-24,0,-2,7,-1,x,-16
CC1=CC(C)(C)Nc2ccc(OC(=O)CN3C(=O)c4ccccc4C3=O)cc21,0,33,1,x,x,0,x,20
CS(=O)(=O)c1ccc(NC(=O)c2cccc(S(=O)(=O)N3CCN(Cc4ccccc4)CC3)c2)cc1,-2,24,4,-5,-50,-4,x,x
COc1ccc(S(=O)(=O)Nc2ccc3c(c2)C(=O)N([C@@H](C)CO)C[C@H](C)[C@H](CN(C)S(=O)(=O)c2cccs2)O3)cc1,2,x,-6,0,8,0,-8,-13
CC(C)N(C(=O)CN1C(=O)C(=O)c2ccccc21)c1ccccc1,-2,7,-12,1,2,-3,6,17
Cc1ccccc1Cn1cc(NC(=O)CCCn2nc([N+](=O)[O-])cc2C)cn1,-1,-10,3,7,2,-1,0,4
O=C(O)c1ccccc1P(=O)(c1ccccc1)c1ccccc1,1,2,8,1,-5,0,7,-2
COCCNC(=O)C[C@@H]1C[C@H]2c3cc(NC(=O)CC4CC4)ccc3O[C@H]2[C@@H](CO)O1,2,-28,-35,0,4,1,5,3
O=C1C=C(c2ccccc2C(F)(F)F)C[C@@H](c2ccc3c(c2)OCO3)C1,3,4,5,-2,1,0,x,2
Cc1cc(=O)n2nc(N3CCC(C(=O)NCC(C)c4ccccc4)CC3)sc2n1 (stereo unspecified),-2,-5,-18,1,-12,1,-7,x
CN(C)CC(=O)N[C@H]1CC[C@H](CCNC(=O)C2CC2)O[C@H]1CO,8,x,2,x,-2,-1,13,15
C[C@@H]1CN([C@H](C)CO)C(=O)c2cc(NC(=O)Nc3ccc(C(F)(F)F)cc3)ccc2O[C@H]1CN(C)S(=O)(=O)c1ccc(Cl)cc1,-4&-5,17,-10&-3,1&0,0&7,-1&-3,5&-1,-6&8
C[C@]12C(=O)N(c3ccc(Br)cc3)C(=O)N1[C@@H]1c3ccccc3OC[C@@H]1[C@H]2c1ccccc1,-5,-9,-2,-1,9,1,-15,-3
Cc1ccc(OCCN2CCN(C)CC2)c([N+](=O)[O-])c1,-4,34,4,x,x,0,x,-3
Cc1ccc(Nc2nc(NCCCN3CCOCC3)nc(N)c2[N+](=O)[O-])cc1,-1,49,9,-1,-11,2,-4,-3
CCS(=O)(=O)N1CCC2(CC1)CN(Cc1ccccc1OC)[C@H](CO)c1c2c2ccc(OC)cc2n1C,23,22,x,x,-13,-3,-7,9
C[C@H]1C=C(C(=O)NCc2nc3ccccc3[nH]2)O[C@@H](OCCCCO)C1,x,4,0,6,13,x,-4,9
C[C@@H]1CN([C@H](C)CO)C(=O)c2cc(NS(=O)(=O)c3ccc(F)cc3)ccc2O[C@@H]1CN(C)C(=O)Nc1ccc(F)cc1,-7,x,x,0,-21,2,-3,6
CCC(C)[C@H](NC(=O)[C@@H]1Cc2ccccc2CN1)C(=O)Nc1ccc2c(c1)OCO2 (stereo partly specified),-1,-40,-3,-1,-20,-4,-7,x
O=C(COc1ccc([N+](=O)[O-])cc1)Nc1ccc2[nH]c(=O)[nH]c2c1,-4,-2,x,x,-16,-3,x,1
CCOc1cccc(/C=C/C(=O)O)c1,-2,1,-2,2,-16,-1,-2,6
C[C@@H]1CN([C@H](C)CO)C(=O)c2cc(Br)cnc2O[C@@H]1CN(C)C(=O)c1ccccn1,-5,-18,-2,-1,-11,-4,-24,-7
COC(=O)c1ccc(N2CCN(C)CC2)c(NC(=O)COc2ccc(C)cc2)c1,6,3,-6,4,11,1,-4,x
Cc1ccc(S(=O)(=O)N(C)C[C@@H]2Oc3ccc(NC(=O)NC(C)C)cc3C(=O)N([C@H](C)CO)C[C@@H]2C)cc1,x,3,-13,1,-12,x,-11,-5
Cn1c(=O)[nH]c(=O)c2c1nc(N1CCOCC1)n2CCc1ccccc1,-1,8,x,0,-17,9,x,8
Cc1ccc(C(=O)Nc2nnc(-c3ccncc3)s2)o1,-3,x,x,-2,-15,3,9,-9
CC(C)C(=O)N1CCN(CCN2C(=O)c3cccc4cccc(c34)C2=O)CC1,-2,-12,1,-2,-5,-3,x,-20
C[C@H](CO)N1C[C@H](C)[C@H](CN(C)C)OCCCC[C@H](C)Oc2ccc(NS(=O)(=O)c3ccc(Cl)cc3)cc2C1=O,-7,2,x,-1,0,-1,-7,-8

# Reprinted at random: 4 entries already listed
SMILES,S100A4 inh HTS,PAX8 reporter,FN deposit inh,PglD DTNB,LGR2 antag,ERAP1 inh,PGC1a acetyl inh,EWS-Fli inh
COC(=O)c1ccc(N2CCN(C)CC2)c(NC(=O)COc2ccc(C)cc2)c1,6,3,-6,4,11,1,-4,x
CCOc1cccc(/C=C/C(=O)O)c1,-2,1,-2,2,-16,-1,-2,6
Cn1c(=O)[nH]c(=O)c2c1nc(N1CCOCC1)n2CCc1ccccc1,-1,8,x,0,-17,9,x,8
C[C@H]1C=C(C(=O)NCc2nc3ccccc3[nH]2)O[C@@H](OCCCCO)C1,x,4,0,6,13,x,-4,9

# Later entries
SMILES,S100A4 inh HTS,PAX8 reporter,FN deposit inh,PglD DTNB,LGR2 antag,ERAP1 inh,PGC1a acetyl inh,EWS-Fli inh
Cc1ccc2oc(-c3ccc(C)c(NC(=S)NC(=O)c4cccs4)c3)nc2c1,6,-112,-1,x,-58,-2,x,-40
COc1ccccc1NC(C)=[N+](C)CCNS(=O)(=O)c1ccc(Cl)cc1,9,30,x,-1,4,10,10,12
CCCS(=O)(=O)NC(=O)C1(C)CCCN(C(=O)c2ccc(OC)cc2)C1 (stereo unspecified),-5,-7,2,-1,3,2,8,-5
C[C@H](CO)N1C[C@H](C)[C@H](CN(C)S(=O)(=O)c2cn(C)cn2)Oc2ccc(NS(=O)(=O)c3cccs3)cc2C1=O,3,1,3,2,-18,0,5,-6
COCC#Cc1ccc([C@@H]2[C@@H](CO)N3CCCCN(C(=O)CN(C)C)C[C@@H]23)cc1,-37,-24,x,2,-2,1,10,-7
C#CCOCCOCCOCCNc1nc(N2CCN(C(=O)[C@H](CCCCN)n3cc(CN)nn3)CC2)nc(N2CCN(C(=O)[C@H](CCCCN)n3cc([C@@H](N)[C@H](C)CC)nn3)CC2)n1,-8,-3,-15,2,-21,-4,6,-8
CCOC(=O)CNC(=O)COc1coc(CN2CCN(c3ccccc3F)CC2)cc1=O,1,-10,3,-2,-5,1,10,-2
Nc1c(C(=O)NCc2ccccc2)sc2nc3c(cc12)C(=O)CCC3,x,-61,-6,4,x,x,-13,x
CC(C)(C)c1ccc(C2/C(=C(\O)c3ccc4c(c3)OCCO4)C(=O)C(=O)N2CCCN2CCOCC2)cc1 (stereo unspecified),8,-10,3,-7,5,0,8,-3
CC(=O)c1ccc2c(c1)CCN2,-16,1,3,9,2,5,5,-1
C[C@@H]1CN([C@@H](C)CO)C(=O)c2cc(-c3cccnc3)cnc2O[C@@H]1CN(C)Cc1ccc(Oc2ccccc2)cc1,-2,-6,6,3,-18,-2,0,-1
Cc1ccc(NC(=O)CN2C(=O)S/C(=C\c3ccc(-c4cccc(C(=O)O)c4C)o3)C2=O)cc1C,-5,-6,5,x,33,0,-10,5
Cc1cc(C(=O)NCC2CCCCC2)ccc1[N+](=O)[O-],-1,-52,-4,0,-29,-3,10,-43
CC(=O)c1c(C)[nH]c(C(=O)OCC(=O)NCCC2=CCCCC2)c1C,2,15,6,-1,7,0,x,7
FC(F)(F)c1ccc(CN2CCN(Cc3ccco3)CC2)cc1,-7,2,-3,-3,5,-3,x,-1
O=S(=O)(NCCOc1cccc2cccnc12)c1ccc(F)cc1,-4,x,x,-4,1,0,-7,-3
Cn1ccnc1C(O)c1ccccc1 (stereo unspecified),0,-3,-7,2,0,-4,5,0
COc1ccc(C2=NN(C(=O)c3ccncc3)C(c3ccccc3O)C2)cc1 (stereo unspecified),-10,-2,5,1,-5,-4,-22,5
NC(=O)Nc1ccc(C(=O)OCC(=O)NC2CCCCC2)cc1,-6,-3,-5,x,0,2,x,2
C[C@@H]1CN([C@H](C)CO)C(=O)c2cc(C#CC3CCCC3)cnc2O[C@H]1CN(C)C(=O)C1CCCCC1,-43,32,3,1,-5,-1,-6,15
O=S1(=O)CC/C(=N/Nc2ccc(C(F)(F)F)cn2)c2cc(F)ccc21,-4,11,-1,x,-3,6,2,7
C/C=C/c1ccc2c(c1)O[C@@H](CN(C)C(=O)Cc1ccncc1)[C@H](C)CN([C@@H](C)CO)S2(=O)=O,-6,10,x,0,7,2,3,2
CC1CN(CCCCOc2ccc3ccccc3c2)CC(C)O1 (stereo unspecified),-5,2,1,x,-2,-4,x,-7
C[C@@H]1CN([C@H](C)CO)C(=O)c2cc(NS(=O)(=O)c3cccs3)ccc2O[C@@H](C)CCCCO[C@@H]1CN(C)S(C)(=O)=O,-2,-1,x,x,-22,-1,-6,-3
CCOC(=O)CSc1nnc(-c2cccnc2)n1C,-8,-20,6,-1,25,-2,-3,-12
CCNC(=O)/C(C#N)=C/c1c(N2CCN(Cc3ccc4c(c3)OCO4)CC2)nc2c(C)cccn2c1=O,-2,8,-5,1,5,-131,-12,1
COc1cc2c(cc1OC)CN(C(=O)C1(c3ccccc3)CC1)CC2,-4,13,2,3,-13,3,2,x
N=C1C(c2ccccc2)=C(O)CN1c1ccc2c(c1)OCO2,0,x,x,-6,25,-2,-9,5
COc1ccc(NC(=O)Nc2ccc3c(c2)[C@H]2C[C@@H](CC(=O)N[C@@H](C)c4ccccc4)O[C@@H](CO)[C@H]2O3)cc1,-12,-39,-42,-1,-1,0,-28,5
CC(C)CNC[C@@H]1[C@@H](c2ccccc2)[C@@H](CO)N1Cc1ccc(F)cc1,-4,x,-5,x,19,-5,x,-5
Cc1cccc(NC(=O)C[C@H]2CC[C@H]3[C@@H](COc4ccc(NC(=O)NC(C)C)cc4C(=O)N3C)O2)c1,-14,0,3,0,0,x,2,-2
CSc1ccc(/C=N/n2c(C)nnc2C)cc1,-1,-3,6,-3,x,-2,x,6
N#C[C@H]1[C@@H](c2ccc(-c3ccccc3)cc2)[C@@H](CO)N1S(=O)(=O)Cc1ccccc1,-5,9,-5,5,22,0,-8,4
O=C(COC(=O)c1c2c(nc3ccccc13)/C(=C\c1cccs1)CCC2)Nc1ccccc1,-2,86*,17,x,29,1,x,-16
O=C(N/N=C/c1c[nH]c2ccccc12)c1ccn[nH]1,3,-4,3,x,-26,-3,-6,-16
O=C(OCC#CCSc1nnc(-c2cccc3ccccc23)o1)c1cccc2[nH]ccc12,-1,-5,-4,0,-10,-3,10,-14
N#C[C@@H]1[C@H](c2ccccc2C2=CCCC2)[C@H](CO)N1C(=O)C1CCCC1,3,-2,2,x,4,x,4,-7
